RMI-FANCM inh – blocks RMI1/RMI2 complex binding to FANCM MM2 peptide; Fluorescence polarization, RMI core complex with F-MM2 peptide; stronger effect = lower value; FP signal (polarization) at 33 µM; hit rate 0.58% among 70,000; AID 1159607; in the data active means FP signal below about 40; further: inactives centre near 61; strong numbers were not always called active; unit not given here
An asterisk follows results filed as active; & = joins results of further samples.

SMILES | RMI-FANCM inh
Cc1ccc(OC(=O)c2cccc([N+](=O)[O-])c2)c(Br)c1 | 53
CC1CN=C(c2ccccc2)c2ccccc2C(=O)O1 (stereo not given) | 60
CC(=O)c1sc(NC(=O)c2ccc(Br)o2)nc1C | 72
COC(=O)C1=C(Nc2ccccc2NS(=O)(=O)c2ccc(OC(F)(F)F)cc2)CSC1 | 52
CSc1nn(CSc2n[nH]c(-c3ccccc3F)n2)c(=S)s1 | 58
O=C(C1CCN(c2ncnc3c2sc2ncccc23)CC1)N1CCN(c2ccc(Cl)cc2)CC1 | 92
CS(=O)(=O)c1ccccc1NC(=O)c1ccccc1 | 67
Cc1cc(C)c(C)c(S(=O)(=O)Nc2ccc(F)c(Cl)c2)c1C | 74
Cc1ccc(NC(=O)C(C)NC(=O)CC23CC4CC(CC(C4)C2)C3)cc1 (stereo not given) | 55
Cc1cc(NC(=O)c2ccc(Cc3ccccc3)cc2)on1 | 68
CCOC(=O)Cn1c(=NC(=O)c2ccccc2Br)sc2cccc(F)c21 | 63
CCOC(=O)c1cn2nc(Oc3ccc(N4CCN(C(C)=O)CC4)cc3)ccc2n1 | 55
CCOc1coc(C(=O)Nc2ccc(Cl)c(Cl)c2)cc1=O | 64
CC(=O)c1cccc(NC(=O)Cn2cnc3c(sc4ncccc43)c2=O)c1 | 72
O=C(NCc1cccs1)Nc1c[nH]c2ccccc12 | 51
CCN(CC)C(=O)Oc1ccc2c(=O)c(-c3ccc4c(c3)OCCO4)coc2c1 | 67
CC(C)C(=O)NCCCn1nc(-c2ccccc2)ccc1=O | 68
O=C(CSc1nc2c(sc3ncccc32)c(=O)n1Cc1ccccc1)Nc1cccc(Cl)c1 | 126
O=C(N/N=C\c1cc(Br)ccc1O)c1cc(C23CC4CC(CC(C4)C2)C3)[nH]n1 | 73&63
CC(C)Sc1ccc2nn(CC(=O)Nc3ccc(F)cc3Cl)c(=O)n2n1 | 62
O=C(Cc1nn[nH]n1)Nc1ccc(F)c(Cl)c1 | 55
COC(=O)c1c(NC(=O)c2ccccc2OC)sc2c1CCN(C(C)=O)C2 | 74
Cc1nnc(NC(=O)CSc2nnc(-c3cccs3)o2)s1 | 74
CN1C(=O)C(C)(C)COc2ccc(NC(=O)Cc3cccc4ccccc34)cc21 | 72
CSc1ccccc1NC(=O)CCCn1nc(-c2ccco2)ccc1=O | 59
The listing continues:
SMILES | RMI-FANCM inh
COc1ccc(NC(=O)CCCS(=O)(=O)c2ccc(C)cc2)c2ccccc12 | 57
CCCNC(=O)COc1coc(CSc2nncn2C)cc1=O | 51
O=C(NNC(=O)c1ccc(=O)n(Cc2ccccc2)c1)c1ccc(F)c(F)c1 | 62
CSc1c(-c2ccccc2)c(N)nn1S(=O)(=O)c1ccccc1 | 56&46
CCS(=O)(=O)c1ccc(C#N)cn1 | 61
COC(=O)c1ccc2c(=O)n(CC(=O)NC(C)c3ccccc3)c(=S)[nH]c2c1 (stereo not given) | 77
COc1ccc(-c2cc(-c3ccccc3)nc(SCC(=O)NCC3CCCO3)c2C#N)cc1OC (stereo not given) | 88
O=C1NC2(CCN(Cc3ccccc3)CC2)Oc2ccccc21 | 53
COCCN1CCC(CNC(=O)c2ccc(OC(C)C)cc2)CC1 | 73
O=C(COc1ccccc1/C=C1\SC(=O)NC1=O)Nc1ccc(F)cc1 | 61
CCC(C(=O)O)N1C(=O)/C(=C\c2ccc(-c3ccccc3C(F)(F)F)o2)SC1=S (stereo not given) | 239
O=C(Nc1nnc(-c2ccc3c(c2)CCCC3)o1)c1ccc2c(c1)CCCC2 | 74
CCN1CCN(C(=O)c2cn(CC3CCCO3)cc3c(=O)n(-c4ccccc4)nc2-3)CC1 (stereo not given) | 49
CCOC(=N)c1ccc(F)c(Cl)c1 | 50
O=C(Cn1cc(S(=O)(=O)c2ccc(F)cc2)c2ccccc21)NCc1cccs1 | 56
O=C1N=C(c2ccccc2)C(c2ccccc2)N1 (stereo not given) | 55
CS(=O)(=O)c1ccc2nc(NC(=O)c3cc(=O)c4ccccc4o3)sc2c1 | 63
CS(=O)(=O)c1cccc(-c2nnc(NC(=O)C3c4ccccc4Oc4ccccc43)o2)c1 | 60
COc1ccc(-c2ccc(S(=O)(=O)NCCc3ccccc3)cc2)cc1 | 64
O=C(CSc1ccc(-c2ccco2)nn1)NCc1ccccc1Cl | 56
Cc1ccc(S(=O)(=O)N2CCCC(C(=O)N3CCNC(=O)C3C)C2)cc1 (stereo not given) | 71
O=C(COc1ccc(Cl)cc1)NCCOc1ccc2c(c1)OCO2 | 61
CCOc1ccccc1NC(=O)c1oc2ccccc2c1NC(=O)C1CCCC1 | 53
CCOc1ccc(CC(=O)Nc2nc3c(s2)COc2ccccc2-3)cc1 | 87
COc1ccc(N2CCN(C(CNC(=O)c3cccc(Cl)c3)c3ccc4c(c3)OCO4)CC2)cc1 (stereo not given) | 53

Reprinted from the part before: 7 compounds; new compounds follow.
SMILES | RMI-FANCM inh
COc1ccc(-c2ccc(S(=O)(=O)NCCc3ccccc3)cc2)cc1 | 64
O=C(CSc1ccc(-c2ccco2)nn1)NCc1ccccc1Cl | 56
Cc1ccc(S(=O)(=O)N2CCCC(C(=O)N3CCNC(=O)C3C)C2)cc1 (stereo not given) | 71
O=C(COc1ccc(Cl)cc1)NCCOc1ccc2c(c1)OCO2 | 61
CCOc1ccccc1NC(=O)c1oc2ccccc2c1NC(=O)C1CCCC1 | 53
CCOc1ccc(CC(=O)Nc2nc3c(s2)COc2ccccc2-3)cc1 | 87
COc1ccc(N2CCN(C(CNC(=O)c3cccc(Cl)c3)c3ccc4c(c3)OCO4)CC2)cc1 (stereo not given) | 53
CCn1nc(C)cc1C(=O)Nc1nnc(-c2ccno2)o1 | 66
CCc1ccc(CC(=O)Nc2nc(-c3ccccc3)c(C(=O)c3ccccc3)s2)cc1 | 63
Cc1cc(C)n(CCN)n1 | 66
O=C1c2cccc3cccc(c23)C(=O)N1CCN1CCN(S(=O)(=O)c2cccc3cccnc23)CC1 | 59
O=C(NCCn1ncc2c(=O)n(Cc3ccc(Br)cc3)cnc21)c1ccc(F)cc1 | 75
CC(=O)Nc1cccc(NC(=O)CSc2nc(CC(=O)N3CCCCCC3)cs2)c1 | 68
COc1ccccc1-c1csc(NC(=O)C(C)C)n1 | 19
Nc1ccc(N2CCCCC2=O)cc1 | 60
CCN(CC)C(=O)CSc1nc2scc(-c3ccco3)c2c(=O)n1-c1ccccc1 | 67
COc1cccc(NC(=O)Cc2cc(=O)[nH]c(SCc3ccc(F)cc3)n2)c1 | 65
CC1(C)CC(=O)C(SC(F)(F)F)C(=O)C1 | 54
O=C(NCC(c1ccco1)N1CCc2ccccc2C1)c1ccc([N+](=O)[O-])cc1Cl (stereo not given) | 53
CC(CCc1ccccc1)NC(=O)Nc1c[nH]c2ccccc12 (stereo not given) | 56
O=C(CNS(=O)(=O)Cc1ccccc1Cl)N1CCOC(c2ccccc2)C1 (stereo not given) | 73
Cc1ccccc1-n1ncc2c(=O)[nH]cnc21 | 71
COc1cc2c(cc1OC)C(C)N(C(=O)c1sc(-c3cnccn3)nc1C)CC2 (stereo not given) | 53
O=C(Cc1csc(SCC(=O)Nc2ccc(F)cc2)n1)NCC1CCCO1 (stereo not given) | 56
CN(C)C1c2cccc3cccc(c23)C1NS(=O)(=O)c1ccccc1 (stereo not given) | 58
O=C(Cn1nc2ccc(SCc3ccc(Cl)cc3)nn2c1=O)NC1CCCCC1 | 104
CC(C)c1ccc2oc3nc(N)c(C(=O)O)cc3c(=O)c2c1 | 59
COc1cccc(-n2c(SCC(=O)Nc3ccc(C)cc3C)nnc2-c2c[nH]c3ccccc23)c1 | 57
C=CCN(CC=C)S(=O)(=O)c1ccc(C(=O)Nc2nc(-c3cc(C)ccc3C)cs2)cc1 | 74
COc1cc(-c2nc(COC(=O)c3nnn(-c4ccc(C)c(C)c4)c3C)c(C)o2)cc(OC)c1OC | 61
CSc1nnc(C)c(=O)n1COC(=O)C(c1ccccc1)c1ccccc1 | 58
c1cc2c(cc1-c1ccc(SCc3nc(-c4ccc5c(c4)OCO5)no3)nn1)OCO2 | 91
Additional compounds follow.
SMILES | RMI-FANCM inh
COc1ccc(S(=O)(=O)NCC2CCN(C3CCCC3)CC2)cc1 | 74
CC(=O)NNC(=O)c1cccn(Cc2ccc(Cl)c(Cl)c2)c1=O | 60
CN1N=C(c2coc3ccccc23)CC1(O)C(F)(F)F (stereo not given) | 54
COc1ccc(S(=O)(=O)N2CCOC(c3ccccc3)C2)cc1F (stereo not given) | 74
O=C(Nc1nnc(-c2ccc3c(c2)OCCO3)o1)c1ccc(Cl)s1 | 60
CCOC(=O)C1CCCN(C(=O)c2ccc(N3C(=O)C4CCCCC4C3=O)cc2)C1 (stereo not given) | 66
CCOc1ccc(C(=O)Nc2cc(-c3cccs3)nn2-c2nc(C)c(C)c(=O)[nH]2)cc1OCC | 60
O=C(Nc1nc2c(s1)CCCC2C(=O)NCCC1=CCCCC1)c1ccccc1 (stereo not given) | 55
CCOC(=O)C1CCN(C(=O)c2cncc(-c3cccs3)c2)CC1 | 56
CN(C)C(C#N)c1cccn1C (stereo not given) | 69
COc1cccc(CSc2nccn(-c3ccc(Cl)cc3)c2=O)c1 | 69
Nc1nc(Cl)nc(N2CCCCC2)c1[N+](=O)[O-] | 64
Cc1cc(C)c(-c2ccn(C(=O)c3snnc3C)n2)[nH]1 | 50
O=C(Nc1ncnc2c1CCC2)c1ccc2ccccc2c1 | 67
COC(=O)C[C@H]1C(C)(C)[C@@H](OC(C)=O)[C@@H]2CC3C4CC(=O)O[C@@H](c5ccoc5)[C@]4(C)CCC3[C@@]1(C)C2=O (stereo not given in full) | 56
O=C(Nc1ccc2c(c1)N(C(=O)c1ccco1)CC2)c1ccc2c(c1)OCO2 | 68
Cc1c(N=Cc2ccc(-c3ccccc3[N+](=O)[O-])o2)c(=O)n(-c2ccccc2)n1C | 50
CS(=NS(=O)(=O)c1ccc(Cl)cc1)c1sc(Cl)c2c1C(=O)CC(C)(C)C2 (stereo not given) | 57
CCc1ccc(S(=O)(=O)c2c(C(=O)c3ccc(C)c(C)c3)cnc3ccccc23)cc1 | 113
O=C(NCCC1=CCCCC1)C(=O)NCC1OCCCN1S(=O)(=O)c1ccc2c(c1)OCCO2 (stereo not given) | 62
Oc1ccc2ccccc2c1N=Nc1ccc(N2CCCCC2)cc1 | 54
CCOc1ccc(-c2ccc(=O)n(Cc3nc(-c4ccc(C(F)(F)F)cc4)no3)n2)cc1 | 88
O=C(c1ccco1)N1N=C(c2ccc(Br)cc2)CC1c1ccccc1O (stereo not given) | 70
COc1ccc(C(=O)CSc2nc(N)c(NC(=O)c3ccc(F)c(F)c3)c(=O)[nH]2)cc1 | 59
N#C/C(=C\Nc1ccc(F)cc1)S(=O)(=O)c1cccs1 | 59

Three of these compounds, reformatted:
| SMILES | RMI-FANCM inh |
| --- | --- |
| Oc1ccc2ccccc2c1N=Nc1ccc(N2CCCCC2)cc1 | 54 |
| CCOC(=O)C1CCN(C(=O)c2cncc(-c3cccs3)c2)CC1 | 56 |
| CC(=O)NNC(=O)c1cccn(Cc2ccc(Cl)c(Cl)c2)c1=O | 60 |

Some of the entries above in a different format:
O=C(NCCn1ncc2c(=O)n(Cc3ccc(Br)cc3)cnc21)c1ccc(F)cc1
  RMI-FANCM inh: 75
CC(=O)Nc1cccc(NC(=O)CSc2nc(CC(=O)N3CCCCCC3)cs2)c1
  RMI-FANCM inh: 68
COc1ccccc1-c1csc(NC(=O)C(C)C)n1
  RMI-FANCM inh: 19
Nc1ccc(N2CCCCC2=O)cc1
  RMI-FANCM inh: 60

(listing goes on)
SMILES | RMI-FANCM inh
Cc1cccc(-c2noc(Cn3ccn4nc(-c5ccc(Cl)cc5)cc4c3=O)n2)c1 | 75
O=S(=O)(c1ccc(Cl)c(C(F)(F)F)c1)N(CC(F)(F)F)c1ccccc1 | 64
COc1ccc(F)cc1S(=O)(=O)NCCCn1ccnc1 | 65
CCc1ccc(-c2ccc(=O)n(CC(=O)N3CCN(c4ccccc4)CC3)n2)cc1 | 53
CCOC(=O)C1CCCN(S(=O)(=O)c2ccc3c4c(cccc24)C(=O)N3CC)C1 (stereo not given) | 54
C=CCn1c(SCC(=O)Nc2nsc(-c3ccccc3)n2)nc2scc(-c3ccc(F)cc3)c2c1=O | 75
N#Cc1c(OCC(F)(F)F)ccc(Sc2ncccn2)c1OCC(F)(F)F | 58
O=C(O)C(c1ccccc1)n1cccc1 (stereo not given) | 52
C1=CC2C(C1)C1CC(NC3=NCCS3)C2C1 (stereo not given) | 62
O=C(Nc1cccc(-c2ccc3nnc(-c4cccs4)n3n2)c1)c1ccc(F)cc1F | 51
COc1ccc(N2CCN(CCNC(=O)c3cc(Cl)ccc3Cl)CC2)cc1 | 66
O=C(NC(c1ccccc1)c1ccccc1)N1CCC(c2nnc(C3CC3)o2)CC1 | 61
Nc1ccc(S(N)(=O)=O)cc1 | 60&61
O=C(COc1ccc(Cl)cc1Cl)Nc1ccc(S(=O)(=O)N2CCOCC2)cc1 | 62
O=C(N/N=C\c1cccnc1)c1cc(-c2cccs2)[nH]n1 | 62
C=CCN(CC=C)S(=O)(=O)c1ccc(C(=O)Nc2nc3cc4c(cc3s2)OCO4)cc1 | 88
O=C(Nc1ccc2c(c1)OCO2)c1ccc(Cl)c(S(=O)(=O)N2CCCC2)c1 | 60
COc1ccc(C(C[N+](=O)[O-])Sc2ccccc2N)cc1 (stereo not given) | 58
CN(C)/C=C/c1cc(=S)c2ccccc2s1 | 122
CCCCCCCOC(=O)c1c(C)oc2c1cc(NS(=O)(=O)c1ccc3c4c(cccc14)C(=O)N3)c1ccccc12 | 59
O=c1c2c3c(sc2[nH]c(=S)n1-c1nccs1)CCCC3 | 61
CC(=O)[C@H]1CCC2C3CC=C4C[C@@H](O)CC[C@]4(C)C3CC[C@@]21C (stereo not given in full) | 62
O=C1CCCN2N=C(SCC(=O)NCc3ccco3)SC2=N1 | 60

A portion of the library; count on the stated rates, not on these rows.
